Source: PubChem
NOD1 NF-kB reporter = NOD1 signaling inhibitors, primary screen, cell-based, luminescence, uHTS (AID 1578). NOD1-driven NF-kB luciferase reporter cells, luminescence; higher % means a stronger effect. inhibition, % at 4 µM; hits with a dose series show EC50 in µM. 290,000 tested, 1% active; in the data active means inhibition mostly above about 36%, no sharp cut-off; inactive means mostly below about 34%;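 further: HEK-293T reporter cells stimulated with the NOD1 agonist gamma-tri-DAP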
SIAH1 antagonists = blockers of Siah-1 interaction with plectin peptide – biochemical, fluorescence polarization, rhodamine-plectin, uHTS, primary screen (AID 1817) | Siah-1 / rhodamine-plectin peptide fluorescence polarization; higher % means a stronger effect | 290,000 tested, 0.02% active | displacement, % at 20 µM, or IC50 in µM where a hit was titrated;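 active means displacement of at least 50% at 20 µM, with a fluorescence ratio check between 0.3 and a set limit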;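 further: plate controls were Siah plus tracer with DMSO for no effect and tracer alone without Siah for full effect; strong numbers were not always called active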
HEK293 NOD2/NF-kB = NOD2 signaling inhibitors, cell-based, luminescence, uHTS, HEK293 (AID 1566); 290,000 tested, 0.63% active; HEK293 NOD2/NF-kB luciferase reporter, luminescence; higher % means a stronger effect; one-dose inhibition, % at 4 µM; EC50 in µM for titrated hits; further: many of its hits are not listed in these tables
KOR beta-arrestin-1 = kappa opioid receptor activators – cell-based, luminescence, uHTS, primary screen (AID 1777); KOR beta-arrestin recruitment, luminescence; higher % means a stronger effect; one-dose activation, % at 10 µM; EC50 in µM for titrated hits; 280,000 tested, 0.02% active; in the data active means activation above about 50%, passing the limit was not always enough; further: a part of the inactive calls stands beside numbers as strong as those of hits
KOR beta-arrestin-2 = kappa opioid receptor blockers – cell-based, luminescence, uHTS (AID 1778). KOR beta-arrestin recruitment, luminescence, antagonist mode; higher % means a stronger effect. one-dose inhibition, % at 10 µM; IC50 in µM for titrated hits. 290,000 tested, 0.091% active; further: strong numbers were not always called active
HIV peptide binding = inhibitors of HIV fusion peptide binding, primary screen, biochemical, uHTS, fluorescence dequenching (AID 1986) | cell-free peptide binding, fluorescence dequenching, 30 min; higher % means a stronger effect | one-dose inhibition, % at 20 µM; IC50 in µM for titrated hits | 290,000 tested, 0.3% active; in the data active means inhibition mostly above about 52%, no sharp cut-off; inactive means mostly below about 76%; further: some results filed as inactive read as strong as hits
LYP inhibition = inhibitors of LYP phosphatase, biochemical, fluorescence intensity, uHTS (AID 1779). recombinant LYP phosphatase, fluorescence intensity; higher % means a stronger effect. inhibition, % at 11.5 µM, or IC50 in µM where a hit was titrated. 290,000 tested, 0.054% active;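 further: plate controls were vehicle with enzyme for no effect and no enzyme for full effect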
PhoP inhibition = inhibitors of PhoP regulon expression, primary screen, Salmonella Typhimurium, GFP reporter (AID 1863) | S. Typhimurium PhoP-regulated promoter GFP reporter, 4 h; higher % means a stronger effect | inhibition, % at 50 µM; hits with a dose series show IC50 in µM | 300,000 tested, 0.16% active;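 active means inhibition over 29.93%, a cutoff 3 SD above the screen mean, later confirmed by dose response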;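 further: 0% = low Mg2+ inducing control and 100% = high Mg2+ repressing control; strong numbers were not always called active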
Myeloid diff MLP = promotes myeloid progenitor differentiation. AID 624256. calls only at 10 µM. ER-HoxA9 myeloid progenitors, lysozyme-GFP differentiation, flow cytometry. 360,000 tested, 1% active;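 active means normalized GFP-positive differentiation at or above the plate's own cutoff, the solvent-only control mean plus 3 SD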;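 further: cells exposed to compound for four days before flow analysis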
Myeloid diff MLP GFP+ MAC1+ % = second read-out of Myeloid diff MLP, no call of its own (marks repeat the call); GFP+ MAC1+ double positive, %; measured here: differentiation confirmed by MAC1 staining
* = called active by the depositor; [ ] = dose if it differs, or a comment. Unless noted, no stated cut-off is given here; in the data, active means inhibition above about 50%; inactive means the rest.

For Cc1ccc(C(C(=O)NCc2ccco2)N(C(=O)Cn2nnc3ccccc32)c2ccccc2)o1 (stereo not drawn) the results were NOD1 NF-kB reporter -1%, SIAH1 antagonists 2%, HEK293 NOD2/NF-kB 14%, KOR beta-arrestin-1 -2.6%, KOR beta-arrestin-2 27%, HIV peptide binding -3.4%, LYP inhibition -8%, PhoP inhibition -8%, Myeloid diff MLP inactive and Myeloid diff MLP GFP+ MAC1+ % 1.4.
For O=[N+]([O-])c1ccccc1/C=N/OCc1ccccc1 the results were NOD1 NF-kB reporter -53%, SIAH1 antagonists -3%, HEK293 NOD2/NF-kB -41%, KOR beta-arrestin-1 4.1%, KOR beta-arrestin-2 -12%, HIV peptide binding 0.5%, LYP inhibition -10%, PhoP inhibition -3%, Myeloid diff MLP inactive and Myeloid diff MLP GFP+ MAC1+ % 0.3.
Screening c1ccc2c(NCC3CCCO3)nc(N3CCCCC3)nc2c1 (stereo not drawn) returned NOD1 NF-kB reporter -37%, SIAH1 antagonists -1%, HEK293 NOD2/NF-kB 11%, KOR beta-arrestin-2 -68%[20 µM], HIV peptide binding -1.0%, LYP inhibition -7%, PhoP inhibition -3%, Myeloid diff MLP inactive and Myeloid diff MLP GFP+ MAC1+ % 0.4.
For COc1ccc(C(=O)N2CCN(C(=O)c3cc(OC)c(OC)c(OC)c3)CC2)cc1 the results were NOD1 NF-kB reporter 7%, SIAH1 antagonists -3%, HEK293 NOD2/NF-kB 20%, KOR beta-arrestin-1 -3.9%, KOR beta-arrestin-2 41%, HIV peptide binding 0.0%, LYP inhibition -10%, PhoP inhibition -8%, Myeloid diff MLP inactive and Myeloid diff MLP GFP+ MAC1+ % 1.3.
`Cc1ccc2c(c1)cc(C(=O)N1CCN(c3ccccn3)CC1)n2C` gave NOD1 NF-kB reporter -38%, SIAH1 antagonists 0%, HEK293 NOD2/NF-kB 2%, KOR beta-arrestin-1 -4.0%, KOR beta-arrestin-2 -9%, HIV peptide binding 1.8%, LYP inhibition -1%, PhoP inhibition -8%, Myeloid diff MLP inactive and Myeloid diff MLP GFP+ MAC1+ % 0.7.
`COc1cc(-c2nc3ccccn3c2/N=C/c2cccc(OC)c2O)ccc1O` gave NOD1 NF-kB reporter -2%, SIAH1 antagonists -6%, HEK293 NOD2/NF-kB 3%, KOR beta-arrestin-1 2.6%, KOR beta-arrestin-2 -34%, HIV peptide binding 0.7%, LYP inhibition -8%, PhoP inhibition 9%, Myeloid diff MLP inactive and Myeloid diff MLP GFP+ MAC1+ % 0.4.
`O=C(Nc1ccc(Cl)c(C(=O)N2CCOCC2)c1)c1ccccc1` gave NOD1 NF-kB reporter -15%, SIAH1 antagonists 2%, HEK293 NOD2/NF-kB 0%, KOR beta-arrestin-1 -0.8%, KOR beta-arrestin-2 -20%, HIV peptide binding 2.1%, LYP inhibition -10%, PhoP inhibition -2%, Myeloid diff MLP inactive and Myeloid diff MLP GFP+ MAC1+ % 0.5.
`O=C(Nc1cccc(S(=O)(=O)N2CCCCC2)c1)c1ccc2c(c1)OCO2` gave NOD1 NF-kB reporter 8%, SIAH1 antagonists 6%, HEK293 NOD2/NF-kB 19%, KOR beta-arrestin-1 14%, KOR beta-arrestin-2 -26%, HIV peptide binding 0.0%, LYP inhibition -3%, PhoP inhibition -3%, Myeloid diff MLP inactive and Myeloid diff MLP GFP+ MAC1+ % 2.0.
Screening Cc1cc2nc(SCCN3CCCC3)[nH]c2cc1C returned NOD1 NF-kB reporter -25%, SIAH1 antagonists 0%, HEK293 NOD2/NF-kB -22%, KOR beta-arrestin-1 1.2%, KOR beta-arrestin-2 -2%, HIV peptide binding -1.1%, LYP inhibition 2%, PhoP inhibition -2%, Myeloid diff MLP inactive and Myeloid diff MLP GFP+ MAC1+ % 0.6.
COc1cc(Br)c(CNc2cc(C)ccc2C)cc1OC was read as NOD1 NF-kB reporter 22%, SIAH1 antagonists 8%, HEK293 NOD2/NF-kB 34%, KOR beta-arrestin-1 -0.1%, KOR beta-arrestin-2 -21%[20 µM], HIV peptide binding 0.5%, LYP inhibition -5%, PhoP inhibition -2%, Myeloid diff MLP inactive and Myeloid diff MLP GFP+ MAC1+ % 0.9.
Screening Cc1ccc(-c2csc(NC(=O)c3ccc(F)cc3)c2C(=O)O)cc1 returned NOD1 NF-kB reporter 11%, SIAH1 antagonists -1%, HEK293 NOD2/NF-kB 39%, KOR beta-arrestin-1 -1.8%, KOR beta-arrestin-2 -22%, HIV peptide binding 9.6%, LYP inhibition -4%, PhoP inhibition -7%, Myeloid diff MLP inactive and Myeloid diff MLP GFP+ MAC1+ % 0.7.
`CCn1cc(CNC(=O)c2cccc([N+](=O)[O-])c2)cn1` gave NOD1 NF-kB reporter 3%, SIAH1 antagonists -4%, HEK293 NOD2/NF-kB 1%, KOR beta-arrestin-1 6.4%, KOR beta-arrestin-2 1%, HIV peptide binding -1.1%, LYP inhibition -11%, PhoP inhibition 1%, Myeloid diff MLP inactive and Myeloid diff MLP GFP+ MAC1+ % 0.5.
Screening CCOC(=O)C1CCN(c2ncnc3nc[nH]c23)CC1 returned NOD1 NF-kB reporter -15%, SIAH1 antagonists 2%, HEK293 NOD2/NF-kB 0%, KOR beta-arrestin-1 -0.3%, KOR beta-arrestin-2 -28%, HIV peptide binding 3.3%, LYP inhibition -7%, PhoP inhibition 0%, Myeloid diff MLP inactive and Myeloid diff MLP GFP+ MAC1+ % 2.6.
`CC(=O)c1c(N2CCOCC2)[nH]c(-c2ccccc2)nc1=S` gave NOD1 NF-kB reporter 42%, SIAH1 antagonists -6%, HEK293 NOD2/NF-kB -3%, KOR beta-arrestin-1 0.2%, KOR beta-arrestin-2 -68%, HIV peptide binding 0.2%, LYP inhibition -9%, PhoP inhibition -7%, Myeloid diff MLP active and Myeloid diff MLP GFP+ MAC1+ % 2.8*.
`O=C(NC(=S)NCCN1CCOCC1)c1ccccc1` gave NOD1 NF-kB reporter -20%, SIAH1 antagonists 1%, HEK293 NOD2/NF-kB -3%, KOR beta-arrestin-1 -2.7%, KOR beta-arrestin-2 6%, HIV peptide binding -0.2%, LYP inhibition -3%, PhoP inhibition -1%, Myeloid diff MLP inactive and Myeloid diff MLP GFP+ MAC1+ % 0.5.
For Nc1ncnc2nc(SCc3ccc(Cl)cc3Cl)[nH]c12 the results were NOD1 NF-kB reporter 14%, SIAH1 antagonists -4%, HEK293 NOD2/NF-kB 0%, KOR beta-arrestin-1 -4.0%, KOR beta-arrestin-2 0%, HIV peptide binding -0.4%, LYP inhibition -11%, PhoP inhibition 11%, Myeloid diff MLP inactive and Myeloid diff MLP GFP+ MAC1+ % 1.0.
Cc1cc(NC(=O)CN2CCN(Cc3ccccc3)CC2)nc2c1c(=O)oc1ccccc12 was read as NOD1 NF-kB reporter -11%, SIAH1 antagonists -1%, HEK293 NOD2/NF-kB 4%, KOR beta-arrestin-1 0.2%, KOR beta-arrestin-2 -18%, HIV peptide binding -0.3%, LYP inhibition -6% and PhoP inhibition -7%.
Screening CCOC(=O)C1(CC2CCCCO2)CCN(S(=O)(=O)c2ccsc2)CC1 (stereo not drawn) returned NOD1 NF-kB reporter -30%, SIAH1 antagonists -4%, HEK293 NOD2/NF-kB 11%, KOR beta-arrestin-1 2.2%, KOR beta-arrestin-2 -23%, HIV peptide binding 0.2%, LYP inhibition -6%, PhoP inhibition -5%, Myeloid diff MLP inactive and Myeloid diff MLP GFP+ MAC1+ % 1.6.
For COc1ccc(OC)c(NS(=O)(=O)c2ccc3c(c2)CCC(=O)N3)c1 the results were NOD1 NF-kB reporter -11%, SIAH1 antagonists 2%, HEK293 NOD2/NF-kB 10%, KOR beta-arrestin-1 -1.4%, KOR beta-arrestin-2 21%, HIV peptide binding -2.3%, LYP inhibition -4%, PhoP inhibition -5%, Myeloid diff MLP inactive and Myeloid diff MLP GFP+ MAC1+ % 3.7.
For O=C(NNC(=S)NC(=O)c1ccccc1)c1ccc(O)cc1 the results were NOD1 NF-kB reporter -6%, SIAH1 antagonists -7%, HEK293 NOD2/NF-kB 47%, KOR beta-arrestin-1 -0.9%, KOR beta-arrestin-2 34%, HIV peptide binding 2.7%, LYP inhibition 0%, PhoP inhibition 6%, Myeloid diff MLP inactive and Myeloid diff MLP GFP+ MAC1+ % 0.5.

Pulled by structure from the entries so far (two):
`O=C(Nc1cccc(S(=O)(=O)N2CCCCC2)c1)c1ccc2c(c1)OCO2` gave NOD1 NF-kB reporter 8%, SIAH1 antagonists 6%, HEK293 NOD2/NF-kB 19%, KOR beta-arrestin-1 14%, KOR beta-arrestin-2 -26%, HIV peptide binding 0.0%, LYP inhibition -3%, PhoP inhibition -3%, Myeloid diff MLP inactive and Myeloid diff MLP GFP+ MAC1+ % 2.0.
For O=[N+]([O-])c1ccccc1/C=N/OCc1ccccc1 the results were NOD1 NF-kB reporter -53%, SIAH1 antagonists -3%, HEK293 NOD2/NF-kB -41%, KOR beta-arrestin-1 4.1%, KOR beta-arrestin-2 -12%, HIV peptide binding 0.5%, LYP inhibition -10%, PhoP inhibition -3%, Myeloid diff MLP inactive and Myeloid diff MLP GFP+ MAC1+ % 0.3.

Next results follow.
For COc1ccc(N2CCN(C3CCCN(Cc4ccccc4OCCO)C3)CC2)cc1 (stereo not drawn) the results were NOD1 NF-kB reporter -34%, SIAH1 antagonists -1%, HEK293 NOD2/NF-kB -2%, KOR beta-arrestin-1 -2.7%, KOR beta-arrestin-2 -27%[20 µM], HIV peptide binding -0.2%, LYP inhibition 0%, PhoP inhibition -7%, Myeloid diff MLP inactive and Myeloid diff MLP GFP+ MAC1+ % 0.4.
CC1(C)CC1C(=O)Nc1ccc([N+](=O)[O-])cc1Br (stereo not drawn) was read as NOD1 NF-kB reporter -14%, SIAH1 antagonists -1%, HEK293 NOD2/NF-kB 10%, KOR beta-arrestin-1 -5.3%, KOR beta-arrestin-2 -4%, HIV peptide binding 1.3%, LYP inhibition -4%, PhoP inhibition 5%, Myeloid diff MLP inactive and Myeloid diff MLP GFP+ MAC1+ % 0.5.
For CCNC(=S)NNC(=O)c1cc(-c2cccnc2)nc2ccccc12 the results were NOD1 NF-kB reporter -20%, SIAH1 antagonists 0%, HEK293 NOD2/NF-kB -2%, KOR beta-arrestin-1 -6.3%, KOR beta-arrestin-2 27%, HIV peptide binding -3.8%, LYP inhibition 4%, PhoP inhibition 0%, Myeloid diff MLP inactive and Myeloid diff MLP GFP+ MAC1+ % 0.2.
`Cc1cc(-c2ccccc2)nc(N(C)NC(=O)C(C)(C)C)c1S(C)(=O)=O` gave NOD1 NF-kB reporter -42%, SIAH1 antagonists 6%, HEK293 NOD2/NF-kB -2%, KOR beta-arrestin-1 -2.9%, KOR beta-arrestin-2 10%, HIV peptide binding -1.4%, LYP inhibition 0%, PhoP inhibition -4%, Myeloid diff MLP inactive and Myeloid diff MLP GFP+ MAC1+ % 0.9.
`CCOC(=O)N1CCC(N2C(=O)c3ccccc3C2=O)CC1` gave NOD1 NF-kB reporter -3%, SIAH1 antagonists 2%, HEK293 NOD2/NF-kB 6%, KOR beta-arrestin-1 -4.8%, KOR beta-arrestin-2 12%, HIV peptide binding 0.4%, LYP inhibition -7%, PhoP inhibition 13%, Myeloid diff MLP inactive and Myeloid diff MLP GFP+ MAC1+ % 1.7.

A portion of the library; rates above refer to the full screens.
